Screening data deposited in PubChem BioAssay by National Center for Advancing Translational Sciences (NCATS).
Luc counter: Counterscreen for Luciferase (Kinase-Glo TM) Inhibition; Potency, µM (highest dose often 38.3 µM), without a hit: at the top dose activity change, negative = inhibition, usual class: inhibitors; Kinase-Glo luciferase, ATP luminescence, 8 min; hit rate 0.28% among 200,000; Luciferin 4-monooxygenase (Photuris pensylvanica), Q27757; also: potency is read from the fitted curve at half-maximal effect; % is scaled to controls: 0 for no effect and ±100 for the full control effect; nearly all actives have a fitted effect of over 60% in size
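Inhibition of Kinase-Glo luciferase light generation was assessed at 10 uM ATP in pH 7.2 imidazole buffer, with luminescence measured after eight minutes at ambient temperature.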
HTT aggregate: qHTS Multiplex Assay to Identify Dual Action Probes in a Cell Model of Huntington: Aggregate Formation (GFP); Potency, µM (doses to about 46.1 µM), without a hit: at the highest dose activity change, negative = inhibition, usual class: inhibitors; hit rate 1.1% among 220,000; PC12 HttQ103-GFP aggregates, Acumen cytometry, 40 h; also: potency is read from the fitted curve at half-maximal effect; % is scaled to controls: 0 for no effect and ±100 for the full control effect; nearly all actives have a fitted effect of over 60% in size
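Using laser scanning cytometry, GFP-positive aggregates were counted after lysis of PC12 cells induced with 100 nM tebufenozide to express HTT exon 1 Q103–GFP. Compounds were tested in titration.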
CBFb-RUNX1 inh: qHTS Assay for Compounds Blocking the Interaction Between CBF-beta and RUNX1 for the Treatment of Acute Myeloid Leukemia | AlphaScreen CBFb-His/RUNX1-biotin binding, biochemical | Potency, µM (top dose mostly 59.8 µM), for the others: at the highest dose activity, negative = inhibition, usual class: inhibitors | 230,000 tested, under 10 active; also: % of control where 0% means no effect
Target sequence (Q01196 whole entry, looked up): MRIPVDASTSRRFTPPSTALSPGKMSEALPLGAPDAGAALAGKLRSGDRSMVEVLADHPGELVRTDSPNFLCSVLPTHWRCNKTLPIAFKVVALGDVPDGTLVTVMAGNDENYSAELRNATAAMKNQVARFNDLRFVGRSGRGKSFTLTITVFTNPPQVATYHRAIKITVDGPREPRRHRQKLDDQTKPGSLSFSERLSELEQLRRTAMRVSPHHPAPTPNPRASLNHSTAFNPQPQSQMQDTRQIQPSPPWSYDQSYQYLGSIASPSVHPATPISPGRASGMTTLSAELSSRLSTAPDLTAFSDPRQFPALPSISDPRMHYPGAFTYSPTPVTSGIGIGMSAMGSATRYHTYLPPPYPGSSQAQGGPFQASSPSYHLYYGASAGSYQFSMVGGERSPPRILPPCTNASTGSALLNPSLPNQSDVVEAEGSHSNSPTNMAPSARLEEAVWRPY
Target sequence (Q13951 whole entry, looked up): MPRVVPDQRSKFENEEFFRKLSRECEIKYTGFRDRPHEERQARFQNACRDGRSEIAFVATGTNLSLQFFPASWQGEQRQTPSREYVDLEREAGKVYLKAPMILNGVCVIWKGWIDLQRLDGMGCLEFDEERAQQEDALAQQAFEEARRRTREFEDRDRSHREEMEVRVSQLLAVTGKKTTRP
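Interaction loss through any mechanism counts as activity. Pre-formed complex of His-CBF-beta and biotin-RUNX1 (30 nM apiece) is incubated with compound 15 min, then with 50 ng nickel and 50 ng streptavidin beads for 90 min before AlphaScreen detection.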
LMNA splice mod: qHTS Assay for Modulators of Lamin A Splicing; HeLa LMNA splicing GFP/RFP minigene ratio, 48 h; Potency, µM (series often up to 46.1 µM), inactives show top-dose ratio change, negative = inhibition, usual class: inhibitors; hit rate 0.01% among 200,000; active = well fitted inhibition curve with a large enough effect in the signal ratio, with a control signal flat, not every such curve was filed as active; inconclusive = small, poorly fitted or top-dose-only effect, or effect the other way, or a change in a side signal; the % refers to the signal ratio; also: potency is read from the fitted curve at half-maximal effect; % is scaled to controls: 0 for no effect and ±100 for the full control effect
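Read-out is the ratio of GFP to DsRed2 object intensity, acquired by 488 nm laser-scanning cytometry on HeLa lamin A-EGFP minigene reporter cells. Compound incubation 48 hrs at 37 °C in Opti-MEM with 2% FBS; DMSO 0.5% final.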
Epigenetic reg: Quantitative High-Throughput Screen for Regulators of Epigenetic Control | murine LDR cells, GFP reporter derepression, 30 h | Potency, µM (series often up to 53.9 µM), without a hit: at the highest dose GFP activation, usual class: activators | hit rate 0.2% among 280,000; also: potency is read from the fitted curve at half-maximal effect; % of control where 0% means no effect; nearly all actives have a fitted effect of over 60% in size
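Reporter derepression read as number of fluorescent GFP-positive objects, 20-120 um in size, counted by laser-scanning cytometer. Mouse LDR line with an epigenetically silenced CMV-GFP locus; compound incubation 30 h, 37 C.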
IMPase Li cell: qHTS Assay for Identifying the Cell-Membrane Permeable IMPase Inhibitors: Potentiation with Lithium; CHO-M1 cells, IP1 TR-FRET (IP-One), carbachol + lithium; Potency, µM (doses to about 59.4 µM), inactives show top-dose activity, negative = IMPase inhibition, most hits filed as inhibitors; hit rate 0.35% among 210,000; AID 1457, 2008;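 also: IP1 builds up when IMPase is blocked and the TR-FRET signal falls; potency is read from the fitted curve at half-maximal effect; plate controls were basal vehicle for no effect and high inhibitor control for full effect; nearly all actives have a fitted effect of over 50% in size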
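CHO cells stably expressing M1 receptor (2000/well, cultured 16–30 h) treated 30 min at 37C with compound plus low lithium. Cytosolic IP1 by TR-FRET (665/620 ratio and 620 channel) after 10 min lysis; AC50 by Hill fit.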
NPSR antagonist: qHTS Assay for Antagonists of the Neuropeptide S Receptor: cAMP Signal Transduction | CHO-NPSR cells, cAMP TR-FRET, antagonist mode | Potency, µM (highest dose often 38.3 µM), without a hit: top-dose activity change, negative = inhibition, actives largely listed as inhibitors | Q6W5P4 | hit rate 1% among 220,000; also: potency is read from the fitted curve at half-maximal effect; % is scaled to controls: 0 for no effect and ±100 for the full control effect; nearly all actives have a fitted effect of over 50% in size; many of its hits are not listed in these tables
Target sequence (Q6W5P4 whole entry, looked up): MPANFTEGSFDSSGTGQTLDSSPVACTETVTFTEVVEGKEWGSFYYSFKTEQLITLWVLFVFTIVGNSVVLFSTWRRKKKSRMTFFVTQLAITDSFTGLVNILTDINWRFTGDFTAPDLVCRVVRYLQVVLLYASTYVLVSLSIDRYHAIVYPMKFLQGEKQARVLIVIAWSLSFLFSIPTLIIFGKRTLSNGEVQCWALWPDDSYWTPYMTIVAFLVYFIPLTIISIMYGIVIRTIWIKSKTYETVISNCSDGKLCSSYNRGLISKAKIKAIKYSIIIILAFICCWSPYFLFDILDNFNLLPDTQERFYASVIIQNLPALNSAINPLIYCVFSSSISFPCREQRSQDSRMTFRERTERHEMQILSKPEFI
An asterisk follows results filed as active; ? = inconclusive; · = not tested or not shown; [ ] = remark or other dose. Unless noted, calls follow the shape of the dose curve; as a rule, active = well fitted curve in the direction sought with a large enough effect; inconclusive = small, poorly fitted or top-dose-only effect, or another doubt; inactive = no such curve, though single readings can be large; an effect the other way counts as inactive or inconclusive. Only part of the results is shown; the hit share may differ from the screen's.

Values run as follows: CBFb-RUNX1 inh | LMNA splice mod | Luc counter | IMPase Li cell | HTT aggregate | NPSR antagonist | Epigenetic reg
(1) Cc1cc(Br)ccc1OCC(=O)NNC(=O)C(=O)Nc1ccccc1
  4% | · | 2% | -2% | 5%[9.22 µM] | -3% | 0.0%
(2) CCN(CC)S(=O)(=O)c1ccc(OC)c(NC(=O)Cn2cnc3c2c(=O)n(C)c(=O)n3C)c1
  4% | · | 2% | 1% | 3%[9.22 µM] | -22% | 0.9%
(3) Cc1cc(C)c(C)c(S(=O)(=O)N[C@@H](C)C(=O)OCC(N)=O)c1C
  9% | 10%[46 µM] | 0% | -13% | -2% | 18% | -0.5%
(4) O=C(NCCN1CCOCC1)c1cccs1
  3% | 4% | -2% | -14%[38.3 µM] | 11% | -14%[46.1 µM] | -0.4%
(5) CCNC(=S)NNC(=O)C1CCN(Cc2ccccc2)CC1
  4% | 3%[46 µM] | -4% | 2% | -2% | 11% | -0.4%
(6) CC1CCCCN1S(=O)(=O)c1ccc(NC(=O)CSc2nnnn2C)cc1 (configuration not stated)
  9% | 4% | -1% | -9%[38.3 µM] | -22% | -4%[46.1 µM] | -0.2%
(7) Cc1cc(=O)oc(C)c1C(=O)NCCN1CCOCC1
  -1% | 4% | 13% | -12%[38.3 µM] | -1% | -4%[46.1 µM] | 0.8%
(8) COc1cccc(N(CC(=O)O)S(=O)(=O)c2ccccc2)c1
  17% | -6% | 3% | 15%[38.3 µM] | 8% | -1%[46.1 µM] | -0.7%
(9) CCCCNC(=O)CC1S/C(=N/N=C/c2ccc(OC)cc2)NC1=O (configuration not stated)
  -8% | ? | 3% | -5% | 1% | 5% | 2.5%
(10) Cc1nnc(SCC(=O)NCc2ccccc2)[nH]c1=O
  5% | 1% | -4% | 8%[38.3 µM] | 24% | -4%[46.1 µM] | -1.0%
(11) COCC(COCCCNC(=O)Nc1ccc(Br)cc1)OC (configuration not stated)
  3% | 1% | 11% | 4%[38.3 µM] | 10% | 24%[46.1 µM] | 0.0%
(12) O=C(O)Cc1coc2cc3c(cc12)CCC3
  -4% | · | 0% | 0% | -6% | -2% | -2.5%
(13) O=C(COC(=O)CCc1ccc(S(=O)(=O)N2CCOCC2)cc1)Nc1ncc(C(F)(F)F)cc1Cl
  2% | 2% | 1% | -10%[38.3 µM] | 5% | -2%[46.1 µM] | -0.7%
(14) O=[N+]([O-])c1ccccc1Oc1ccccc1Cl
  -10% | 2% | 2% | 12% | -10% | 8% | 0.0%
(15) C/C(=N\NC(=S)NCc1ccccc1)c1ccco1
  -30% | · | -3% | 11% | -2% | -29% | 1.1%
(16) CCC/C=N/NC(=O)CNC(=O)c1ccccc1Cl
  6% | 13%[46 µM] | 0% | 1% | 6% | 13% | 1.1%
(17) CC(=O)NS(=O)(=O)c1ccc(NC(=O)c2ccccn2)cc1
  -11% | · | -1% | 2% | ? | 23% | 0.0%
(18) O=C(c1cnc(N2CCN(c3ccccn3)CC2)c2ccccc12)N1CCN(c2cccc(Cl)c2)CC1
  -8% | ? | 1% | 16% | 7.9µM* | -14% | -4.7%
(19) Cc1cccc(NC(=O)CCN2C(=O)C3C4C=CC(C4)C3C2=O)c1 (configuration not stated)
  -4% | -2% | 0% | 15%[38.3 µM] | 21% | -6%[46.1 µM] | 0.4%
(20) CC(NC(=O)/C=C/c1ccco1)c1nc2ccccc2n1Cc1cccc(Cl)c1 (configuration not stated)
  1% | -7% | -1% | 5% | 21% | -32% | ?
(21) CN(C(=O)c1coc(=O)c2ccccc12)c1ccccc1Cl
  -1% | -27%[46 µM] | 0% | 6% | -8% | 8% | -1.1%
(22) CCOC(=O)N1CCN(C(=O)COc2ccc(Br)cc2)CC1
  2% | 7% | -3% | 5%[38.3 µM] | 11% | -2%[46.1 µM] | -0.2%
(23) CN(C(=O)CSc1cc(C(=O)c2nccn2C)c2ccccc2n1)c1ccccc1
  -7% | · | · | · | ? | ? | 0.1%
(24) O=C(O)C1CC=CCC1C(=O)NNS(=O)(=O)c1ccccc1 (configuration not stated)
  -4% | · | 0% | -2% | 7% | 11% | -3.1%
(25) O=C(Nc1ccccc1)Nc1ccc(F)cc1F
  4% | 4%[46 µM] | -6% | -1% | ? | 6% | -3.0%
(26) O=C(NCc1cccs1)C1CCC(=O)N1C1CCCCC1 (configuration not stated)
  4% | 13%[0.0737 µM] | -2% | 3%[38.3 µM] | 5% | -1%[46.1 µM] | -0.9%
(27) CC(C)n1c(=S)[nH]c2ccccc21
  1% | 3% | -2% | 24%[38.3 µM] | -4% | 10%[46.1 µM] | 0.0%
(28) CN(C)c1ccc(/C=N/O)cc1
  -16% | · | -6% | 16% | -7% | -4% | 4.9%
(29) Cc1ccccc1N(CC(=O)N1CCOCC1)S(C)(=O)=O
  2% | -4%[46 µM] | -3% | 20% | -13%[9.22 µM] | 43% | 0.0%
(30) O=C(CN1CCCCCC1)NCC1CCCO1 (configuration not stated)
  3% | 20%[46 µM] | -2% | 8% | 17%[9.22 µM] | -14% | 1.1%

Eight compounds out of the list, arranged by molecular weight, ascending:
Values run as follows: CBFb-RUNX1 inh | LMNA splice mod | Luc counter | IMPase Li cell | HTT aggregate | NPSR antagonist | Epigenetic reg
(27) CC(C)n1c(=S)[nH]c2ccccc21
  1% | 3% | -2% | 24%[38.3 µM] | -4% | 10%[46.1 µM] | 0.0%
(4) O=C(NCCN1CCOCC1)c1cccs1
  3% | 4% | -2% | -14%[38.3 µM] | 11% | -14%[46.1 µM] | -0.4%
(15) C/C(=N\NC(=S)NCc1ccccc1)c1ccco1
  -30% | · | -3% | 11% | -2% | -29% | 1.1%
(16) CCC/C=N/NC(=O)CNC(=O)c1ccccc1Cl
  6% | 13%[46 µM] | 0% | 1% | 6% | 13% | 1.1%
(29) Cc1ccccc1N(CC(=O)N1CCOCC1)S(C)(=O)=O
  2% | -4%[46 µM] | -3% | 20% | -13%[9.22 µM] | 43% | 0.0%
(21) CN(C(=O)c1coc(=O)c2ccccc12)c1ccccc1Cl
  -1% | -27%[46 µM] | 0% | 6% | -8% | 8% | -1.1%
(2) CCN(CC)S(=O)(=O)c1ccc(OC)c(NC(=O)Cn2cnc3c2c(=O)n(C)c(=O)n3C)c1
  4% | · | 2% | 1% | 3%[9.22 µM] | -22% | 0.9%
(18) O=C(c1cnc(N2CCN(c3ccccn3)CC2)c2ccccc12)N1CCN(c2cccc(Cl)c2)CC1
  -8% | ? | 1% | 16% | 7.9µM* | -14% | -4.7%

Next section
Values run as follows: CBFb-RUNX1 inh | LMNA splice mod | Luc counter | IMPase Li cell | HTT aggregate | NPSR antagonist | Epigenetic reg
(31) CCc1ccc(C(=O)N2CCN(c3ccc(F)cc3)CC2)s1
  4% | -2% | 2% | 18%[38.3 µM] | ? | -17%[46.1 µM] | -0.8%
(32) CC1(C)Cc2c(sc3c2c(N)nc(=S)n3Cc2ccc(Br)cc2)CO1
  -7% | · | · | · | 7%[9.22 µM] | -40% | 0.0%
(33) CC(=O)Nc1ccc(NC(=O)COc2cccc3c2OC(C)(C)C3)cc1
  0% | · | 2% | -5% | 13% | 14% | -1.4%
(34) Cc1[nH]n(-c2ccccc2)c(=O)c1C=Nc1ccc(S(N)(=O)=O)cc1
  0% | · | · | · | -23%[9.22 µM] | 0% | 4.5%
(35) O=C1c2ccccc2C(=O)c2cc(S(=O)(=O)Nc3ccccc3)ccc21
  ? | ? | -1% | 21% | ? | 10% | -1.6%
(36) Cc1ccccc1NC(=S)N(CCN1CCOCC1)Cc1ccccc1F
  5% | ? | 1% | 5% | 0% | -16% | ?
(37) CCc1sc(NC(=O)COC)nc1-c1ccccc1
  0% | -1% | 10% | -8%[38.3 µM] | -11% | 3%[46.1 µM] | -1.5%
(38) COc1cc(NS(=O)(=O)c2cccc3nsnc23)c(C(=O)O)cc1OC
  9% | -3% | -1% | 6% | -3% | -18%[46.1 µM] | 0.0%
(39) CC(C)C(=O)Nc1ccc(S(=O)(=O)Nc2nccc(/C=C/c3ccccc3)n2)cc1
  0% | ? | 2% | 7% | ? | -20% | -1.8%
(40) CCOC(=O)C1CCN(C(=O)c2ccc(NC(=O)C3CCCO3)cc2)CC1 (configuration not stated)
  -6% | -11% | 0% | 4% | -19% | -5%[46.1 µM] | 0.0%
(41) COc1ccc2cc(C#N)c(Cl)nc2c1
  1% | 2%[46 µM] | -2% | -2% | -28%[9.22 µM] | -13% | -1.1%
(42) O=C(O)c1cccc(NC(=S)NC(=O)c2ccc(-c3ccc(Cl)cc3)o2)c1
  -14% | · | 2% | -8% | -6% | -43% | 2.3%
(43) Cn1c2ccccc2c2nnc(SCc3nnc(-c4ccccc4)o3)nc21
  -5% | 4%[46 µM] | -4% | 2% | 14%[9.22 µM] | 8% | 1.0%
(44) Cc1ccc(NC(=O)CSc2n[nH]c(-c3ccco3)n2)c(C)c1
  -7% | ? | 1% | 1% | 6% | -7% | -6.1%
(45) O=C(O)Cc1ccc(C(=O)c2ccc(F)cc2)s1
  7% | 9% | -4% | 29%[38.3 µM] | 8% | -7%[46.1 µM] | 3.1%
(46) COc1nc(N2CCCC2)nc(-n2nnc(C(C)=O)c2C)n1
  -5% | · | 1% | 0% | 1% | 22% | 0.4%
(47) c1ccc(-n2nnc3c(N4CCOCC4)ncnc32)cc1
  2% | 5% | ? | -9%[38.3 µM] | -10% | -16%[46.1 µM] | -3.2%
(48) CCc1nc(CN2CCCC(C(=O)c3ccc4c5c(cccc35)CC4)C2)c(C)[nH]1 (configuration not stated)
  -9% | -16%[46 µM] | -3% | 7% | -20%[9.22 µM] | 22% | 0.0%
(49) COc1ccc(C(=O)C2CCCN(S(=O)(=O)c3cccnc3)C2)c(C)c1 (configuration not stated)
  3% | ? | -2% | 9% | -5%[9.22 µM] | 0% | -3.3%
(50) CSc1ccc(C2c3[nH]c4ccccc4c3CCN2C(=O)c2cc(C)n(C)n2)cc1 (configuration not stated)
  -19% | ? | 1% | 12% | 19%[9.22 µM] | -19% | 4.5%

Structures above that bear a hit mark in HTT aggregate:
| item | mol | CBFb-RUNX1 inh | LMNA splice mod | IMPase Li cell | HTT aggregate | NPSR antagonist | Epigenetic reg |
| --- | --- | --- | --- | --- | --- | --- | --- |
| 18 | O=C(c1cnc(N2CCN(c3ccccn3)CC2)c2ccccc12)N1CCN(c2cccc(Cl)c2)CC1 | -8% | ? | 16% | 7.9µM* | -14% | -4.7% |
